Compound activity (PubChem BioAssay)
AHR act = AHR activators, primary screen, cell-based, luminescence, luciferase reporter, human; Aryl hydrocarbon receptor (Homo sapiens), P35869; AHR-responsive luciferase reporter cells; activation, % at 5 µM; 320,000 compounds, 2.5% hits; in the data active = activation above about 47%;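 also: 0% = vehicle wells and 100% = reference agonist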
Target sequence (P35869 whole entry, looked up): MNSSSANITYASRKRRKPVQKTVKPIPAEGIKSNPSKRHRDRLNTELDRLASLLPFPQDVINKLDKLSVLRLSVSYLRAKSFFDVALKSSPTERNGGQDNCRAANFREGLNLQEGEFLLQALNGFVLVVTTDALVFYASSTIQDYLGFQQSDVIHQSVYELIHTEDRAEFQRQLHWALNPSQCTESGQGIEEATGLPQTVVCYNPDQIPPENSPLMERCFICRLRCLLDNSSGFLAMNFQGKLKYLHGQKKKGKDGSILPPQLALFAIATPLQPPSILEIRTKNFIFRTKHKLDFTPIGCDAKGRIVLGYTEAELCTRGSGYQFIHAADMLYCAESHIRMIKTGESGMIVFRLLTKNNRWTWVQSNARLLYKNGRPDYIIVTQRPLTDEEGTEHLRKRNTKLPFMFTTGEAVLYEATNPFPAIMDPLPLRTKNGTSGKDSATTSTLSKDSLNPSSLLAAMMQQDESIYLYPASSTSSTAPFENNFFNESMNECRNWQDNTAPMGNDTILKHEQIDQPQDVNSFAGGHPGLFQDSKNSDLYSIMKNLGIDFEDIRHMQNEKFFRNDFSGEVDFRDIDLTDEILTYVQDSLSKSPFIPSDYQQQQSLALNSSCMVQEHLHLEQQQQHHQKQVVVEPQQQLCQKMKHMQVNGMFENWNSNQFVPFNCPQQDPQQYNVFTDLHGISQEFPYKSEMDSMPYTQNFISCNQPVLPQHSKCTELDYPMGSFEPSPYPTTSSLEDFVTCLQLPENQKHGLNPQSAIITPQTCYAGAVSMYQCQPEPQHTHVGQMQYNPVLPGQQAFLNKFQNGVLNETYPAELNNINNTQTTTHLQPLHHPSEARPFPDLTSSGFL
HCV core dimer = inhibitors of HCV core protein dimerization, primary screen, biochemical, TR-FRET, high-throughput; TR-FRET GST/Flag-core106 dimerization, 1536-well; inhibition, % at 5 µM; 300,000 compounds, 0.33% hits;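 active = inhibition above the mean of all tested compounds plus 3 SD, set per screening campaign, cut at about 45% in these data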
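System: GST/Flag-tagged HCV core106 proteins. Incubation: compound-protein-antibody incubation 4 h at 22.5 °C. Technique: HTRF with 340 nm excitation, 617/671 nm emission. Medium: KF-containing HEPES buffer, pH 7.45, DTT, CHAPS, BSA. Read-out: inhibition (%) from 671 over 617 nm ratio. Also added: Eu(K)-anti-GST 90 ng/mL plus XL665-anti-Flag 1 µg/mL.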
PP1 inh = PP1-alpha phosphatase inhibitors, primary screen, counter-screen for PP5 inhibitor project, biochemical, fluorescence, OMFP substrate, single point; purified PP1alpha; inhibition, % at 6.7 µM; 320,000 compounds, 0.9% hits; AID 2235, 2010;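 active = inhibition above the mean inhibition of all tested compounds plus 3 SD, computed separately for each screening campaign, cut at about 15% in these data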
TPT1 inh = Candida albicans TPT1 enzyme inhibitors, primary screen, biochemical, fluorescence polarization. tRNA 2'-phosphotransferase TPT1 (Candida albicans SC5314). recombinant caTPT1, FP RNA substrate dephosphorylation. inhibition, % at 5 µM. 300,000 compounds, 0.81% hits. AID 1962, 2009;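 active = inhibition above the mean of all tested compounds plus 3 SD, set per screening campaign, cut at about 24% in these data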;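 also: plate controls were DMSO alone for no effect and ferristatin control at 100 nM for full effect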
PP5 primary = PP5 phosphatase inhibitors, primary screen, biochemical, fluorescence. Serine/threonine-protein phosphatase 5 (Homo sapiens), P53041. purified PP5c, OMFP substrate fluorescence. inhibition, % at 6.7 µM. 320,000 compounds, 0.18% hits. AID 1987, 2009;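 active = inhibition above the campaign's mean inhibition across all tested compounds plus 3 SD, cut at about 9.5% in these data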;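 also: 0% = DMSO only and 100% = 100 µM cantharidin control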
PAFAH2 FP inh = PAFAH2 enzyme inhibitors, primary screen, biochemical, fluorescence polarization, human | Platelet-activating factor acetylhydrolase 2, cytoplasmic (Homo sapiens), Q99487 | recombinant PAFAH2, FP-rhodamine activity probe | inhibition, % at 3.39 µM | 340,000 compounds, 0.99% hits | AID 492956, 2010;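 active = inhibition above the mean over all tested compounds plus 3 SD, cut at about 30% in these data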;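 also: inhibitors block probe labeling of enzyme so polarization drops; 0% = enzyme with DMSO and 100% = wells lacking PAFAH2 protein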
procasp7 counter = procaspase-7 activators, primary screen, counter-screen for procaspase-3 activator project, biochemical, absorbance, HTS, human. Caspase-7 (Homo sapiens), P55210. recombinant procaspase-7, Ac-DEVD-pNA absorbance 405 nm; D23A/D198A/D206A triple mutant, cannot self-cleave; scale: DMSO 0, 5 µM enzyme 100. activation, % at 8.5 µM. 330,000 compounds, 0.093% hits. AID 463210, 2010;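 active = percent activation above the screen-wide mean plus 3 SD, cut at about 25% in these data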
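Assay system – Uncleavable procaspase-7 mutant enzyme · Quantity – 2 µM procaspase-7 mutant as dispensed · Times – 1 h preincubation, 2 h reaction · Dosing – single nominal 8.5 µM compound dose, 0.8% DMSO final · Buffer or medium – Zinc-free 50 mM HEPES buffer, pH 7.4, with NaCl and Triton X-100 · Detection – Epi-absorbance of released pNA at 405 nm, two timepoints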
CTSL1 counter = Fasciola hepatica cathepsin L1 inhibitors, primary screen, counter-screen for PFM18AAP inhibitor project, biochemical, QFRET, fluorogenic peptide substrate; recombinant F. hepatica cathepsin L1, Z-Leu-Arg-MCA fluorescence; inhibition, % at 5.96 µM; 300,000 compounds, 0.49% hits;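 active = inhibition above the mean of all tested compounds plus 3 SD, set per screening campaign, cut at about 17% in these data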;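 also: 0% = plate median of test compound wells and 100% = 1 µM Z-Phe-Ala-diazomethylketone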
procasp3 activ = activators of human procaspase-3 D3A mutant, primary screen, biochemical, absorbance, PC-3 D3A mutant, single concentration; Caspase-3 (Homo sapiens), P42574; recombinant procaspase-3 D3A, Ac-DEVD-pNA absorbance 405 nm; 330,000 compounds, 0.11% hits; AID 463141, 2010; activation, % at 8.5 µM;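 active = activation above the mean of all tested compounds plus 3 SD, cut at about 21% in these data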;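 also: 0% = DMSO alone and 100% = DMSO wells spiked with extra 5 µM PC-3 D3A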
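Compound: 8.5 µM single point, 0.8% DMSO / Material: Autoprocessing-dead procaspase-3 D3A mutant enzyme / Timing: 1 h preincubation plus 2 h reaction at 25 °C / Medium: Zinc-free HEPES/NaCl buffer with 0.01% Triton X-100 at pH 7.4 / Technique: 405 nm absorbance of p-nitroaniline, reads at 0 and 120 min / Repeats: one well per compound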
The depositor's hits bear a star; x = no result given. Outcome played no part in choosing rows (roughly 5.6% active in at least one column).

SMILES	AHR act	HCV core dimer	PP1 inh	TPT1 inh	PP5 primary	PAFAH2 FP inh	procasp7 counter	CTSL1 counter	procasp3 activ
COc1cccc(/C=N/NC(=O)CCNc2n[nH]c(=O)[nH]c2=O)c1OC	3	-2	-3	-4	-0.6	4	1	1	2
Cc1cc(C)n(-c2ccc(C(=O)OCC(=O)NCc3ccc(Cl)cc3)cc2)n1	1	-4	-4	1	4.8	26	2	-4	5
Cc1ccc(N2C(=O)CN(Cc3sccc3C)C2=S)cc1C	1	-14	6	5	2.3	6	9	10	0
CN(C)C(=S)N=Nc1[nH]c2ccccc2c1O	64*	-18	-5	-3	4.7	x	-6	-1	-4
COc1ccc(NC(=O)C(=O)NCC(c2ccco2)N2CCc3ccccc3C2)cc1OC (stereo not given)	3	-1	-5	0	2.1	2	2	0	5
CCO/N=C(\N)c1[nH]ncc1Br	-1	5	-1	-2	0.6	-2	20	0	8
COC(=O)COc1ccc(S(=O)(=O)NCc2ccco2)cc1	0	-1	-2	3	1.8	-11	-4	1	-1
Cc1cc(NC(=O)CSc2nccn2C)no1	13	3	-3	0	-8.1	-5	-18	6	4
CC[C@H](C)[C@H](NC(N)=O)C(=O)NNC(=O)c1ccc(COc2cccc3cccnc23)cc1	1	12	3	0	1.8	-1	-7	1	12
CC(=O)NC(CC(=O)OCC(=O)c1c(N)n(C)c(=O)n(C)c1=O)c1ccccc1 (stereo not given)	3	-1	-3	-2	2.2	-1	1	1	-1
Cc1ccc(Cl)cc1N1CCN(Cc2nc3c(c(=O)[nH]c(=O)n3C)n2Cc2ccccc2F)CC1	1	19	-2	-2	2.3	1	-1	5	3
Cc1ccc(C)c(C(=O)COC(=O)c2ccc(C)c(S(=O)(=O)N3CCOCC3)c2)c1	2	x	11	x	5.0	16	-15	x	-5
O=C(O)C[C@]1(C(=O)Nc2ccc(F)cc2)CC(/C=C/c2ccccc2)=NO1	1	10	-4	-1	-2.1	-2	-2	1	8
O=C(CCc1nc2ccccc2[nH]1)Nc1ccccc1	1	-6	2	0	4.5	-6	4	-6	3
CC(C)Cn1c2c(c(=O)[nH]c1=O)C(NS(=O)(=O)c1ccc(Cl)cc1)(C(F)(F)F)C(=O)N2 (stereo not given)	1	-9	-2	-4	-0.4	1	-5	0	1

Nine neighbouring records out of the list so far, for reference:
SMILES	AHR act	HCV core dimer	PP1 inh	TPT1 inh	PP5 primary	PAFAH2 FP inh	procasp7 counter	CTSL1 counter	procasp3 activ
COC(=O)COc1ccc(S(=O)(=O)NCc2ccco2)cc1	0	-1	-2	3	1.8	-11	-4	1	-1
Cc1cc(NC(=O)CSc2nccn2C)no1	13	3	-3	0	-8.1	-5	-18	6	4
CC[C@H](C)[C@H](NC(N)=O)C(=O)NNC(=O)c1ccc(COc2cccc3cccnc23)cc1	1	12	3	0	1.8	-1	-7	1	12
CC(=O)NC(CC(=O)OCC(=O)c1c(N)n(C)c(=O)n(C)c1=O)c1ccccc1 (stereo not given)	3	-1	-3	-2	2.2	-1	1	1	-1
Cc1ccc(Cl)cc1N1CCN(Cc2nc3c(c(=O)[nH]c(=O)n3C)n2Cc2ccccc2F)CC1	1	19	-2	-2	2.3	1	-1	5	3
Cc1ccc(C)c(C(=O)COC(=O)c2ccc(C)c(S(=O)(=O)N3CCOCC3)c2)c1	2	x	11	x	5.0	16	-15	x	-5
O=C(O)C[C@]1(C(=O)Nc2ccc(F)cc2)CC(/C=C/c2ccccc2)=NO1	1	10	-4	-1	-2.1	-2	-2	1	8
O=C(CCc1nc2ccccc2[nH]1)Nc1ccccc1	1	-6	2	0	4.5	-6	4	-6	3
CC(C)Cn1c2c(c(=O)[nH]c1=O)C(NS(=O)(=O)c1ccc(Cl)cc1)(C(F)(F)F)C(=O)N2 (stereo not given)	1	-9	-2	-4	-0.4	1	-5	0	1

Other records follow:
SMILES	AHR act	HCV core dimer	PP1 inh	TPT1 inh	PP5 primary	PAFAH2 FP inh	procasp7 counter	CTSL1 counter	procasp3 activ
CNc1nc2sc3c(c2c(=O)n1C)CC(C)(C)SC3	8	-2	-1	0	3.3	4	-5	0	0
Oc1ccc(Br)cc1CNc1ccccn1	5	0	1	-1	1.6	1	9	-2	1
Cc1ccc(C)c(S(=O)(=O)NNC(=O)c2sc(NS(=O)(=O)c3ccccc3)nc2C)c1	2	-9	0	-5	2.7	10	-14	3	2
CCn1c(SCC(=O)NC2CCCCC2)nc2c(c1=O)SC(C)C2 (stereo not given)	1	8	0	2	2.3	0	6	0	5
CCOc1ccccc1N1CCN(CC(=O)Nc2ccccc2C(=O)NC2CC2)CC1	8	x	0	x	-0.1	-3	-9	x	-3
CCn1c(SCC(=O)NCC2CCCO2)nnc1-c1ccc(S(=O)(=O)N2CCN(C)CC2)cc1 (stereo not given)	0	-3	-5	-2	-5.1	7	2	4	-2
NC(=O)[C@@H]1CC2(CC(c3cccc(NC(=O)CC(c4ccccc4)c4ccccc4)c3)=NO2)CN1C(=O)c1ccc(Cl)cc1 (stereo not given in full)	0	32	9	-3	3.1	-20	-7	-1	-2
COC(=O)c1c(Cl)c2n3ccccc3c(C)c(-c3ccccc3)c-2c1C(=O)OC	10	-12	2	-73	4.6	-1	-9	2	-13
COc1ccc(Nc2cc(=O)n(C3CCCCC3)c(=O)[nH]2)c(OC)c1	5	0	0	0	-0.1	-1	4	5	0
N#Cc1nn(-c2ccccc2)nc1N1CCCCC1	1	3	-1	0	1.9	-4	2	-3	-13
CCOC(=O)N1CCN(Cc2cc(=O)oc3ccc(Cl)cc23)CC1	3	0	-1	-2	4.9	-4	9	1	8
COC(=O)c1sccc1NC(=O)CC1C(=O)NCCN1C(=O)Nc1ccc(F)cc1F (stereo not given)	0	2	1	-1	1.1	0	0	13	-11
CC(C)(CN1CCc2ccccc2C1)NS(=O)(=O)c1ccccc1	-1	-3	-1	-3	0.9	-5	10	-3	9
Cc1ccc2[nH]c(=O)c(COC(=O)c3ccccn3)cc2c1	11	-3	-1	0	3.5	1	4	-1	0
O=C(c1cc[n+]([O-])cc1)N1CCc2c([nH]c3ccccc23)C1c1ccccc1Cl (stereo not given)	14	-4	0	-7	-0.5	x	1	-2	2
C/C(CC(=O)Nc1ccc(Cl)cc1)=N\NC(=O)C(=O)NCCO	7	0	0	0	1.7	4	-4	-1	1
Brc1csc2ncccc12	2	-6	-3	-1	-1.1	2	2	-6	7
Cc1cc(NC(=O)CCN2C(=O)/C(=C\c3ccccc3)SC2=S)no1	-1	2	1	1	0.6	-9	3	5	3
CC(=O)NC(CC(=O)NCCOc1ccccc1F)c1ccccc1 (stereo not given)	-2	3	-6	3	-1.3	-6	-7	-4	9
COc1ccc(C(=O)Nc2c(Cl)cc(Cl)cc2C(=O)NCc2ccco2)cc1	32	-1	-2	-3	0.6	3	8	0	-3
Cn1c(=O)c2c(-c3ccc(OC(F)F)cc3)cc(-c3ccccc3)nc2n(C)c1=O	3	6	-3	-1	0.5	x	2	-1	-7
CCN(CC(=O)Nc1ccccc1OC)C(=O)c1ccc(NS(=O)(=O)c2ccc(C(C)=O)cc2)cc1	1	-3	-1	-2	-0.5	9	2	1	2
CCCC(=O)Nc1ccc(C(=O)NCC2CCCO2)cc1 (stereo not given)	0	-1	-6	-4	1.4	-1	6	-5	11
CCc1cccc(CC)c1-n1c(SCC(=O)N2CCCc3ccccc32)nc(O)cc1=O	-1	x	x	x	x	-2	-2	x	-2
O=C1NC[C@H](c2ccccc2)OC(=O)[C@H](Cc2ccc(F)cc2)CC/C=C/C[C@H]1CC(=O)N(CCO)Cc1ccccc1	0	x	x	x	x	2	-3	x	1
OC(CNCc1ccccc1)COCc1ccc(Cl)cc1 (stereo not given)	5	10	-5	0	-3.0	0	-2	-10	2
Cn1nnc(C(O)CNCc2cccs2)n1 (stereo not given)	-1	-5	1	1	2.3	6	3	-1	7
Cc1[nH][nH]c(=O)c1C=Nc1ccc(C(F)(F)F)cc1	39	-2	2	0	-2.8	-6	-9	-4	11
NS(=O)(=O)c1ccc(CCNC2CC(=O)N(Cc3ccccc3)C2=O)cc1 (stereo not given)	-5	9	-3	-1	-1.2	3	-22	-1	-20
O=C1C2C3C=CC(CC3)C2C(=O)N1/N=C/c1ccc(O)c(O)c1 (stereo not given)	2	2	0	1	2.6	13	5	5	13
COc1ccc(-c2ncncc2-c2csc(C)n2)c(O)c1	4	-3	-1	7	-0.2	3	5	-2	0
CCC(CO)Oc1cc(NC(=O)c2ccc(Cl)cc2)c2ncn(C(C)C)c2c1 (stereo not given)	-3	x	x	x	x	6	3	x	-4
COc1cc(C(=O)NCC(=O)OCc2ccccc2Cl)cc(OC)c1OC	1	-1	-6	-2	0.1	-5	8	-14	2
CCCCCCCNC(=O)CC(NS(=O)(=O)c1ccc(NC(C)=O)cc1)C(C)C (stereo not given)	0	-1	-3	1	1.5	1	10	-1	-4
COc1cc(C(C2=C(O)CC(C)(C)CC2=O)C2C(=O)CC(C)(C)CC2=O)cc(OC)c1OC (stereo not given)	1	-6	1	-1	-0.7	x	-21	-3	-15
Nc1ccc(C(=O)OCC(=O)Nc2ccc3c(c2)OCO3)cc1[N+](=O)[O-]	10	22	0	-1	-1.4	65*	-8	-4	-7
CCc1nn(CC(=O)NCCC(C)C)c(=O)c2cc3c(OC)cccc3n12	13	-7	-5	-4	-9.0	7	-3	-11	-2
Cc1ccc(NCCC(=O)c2ccccc2)cc1Cl	29	1	-2	-3	-0.9	7	6	1	8
CC(C(=O)Nc1nc(-c2ccc(F)cc2)cs1)N1C(=O)C2CC=CCC2C1=O (stereo not given)	11	x	3	x	-0.1	-4	3	x	-2
